High-throughput results: PubChem BioAssay, several laboratories
DAX1 inh-1: DAX1 (NR0B1) inhibitors, primary screen, cell-based, HEK293, Gal4-DAX1, luciferase luminescence | Nuclear receptor subfamily 0 group B member 1 (Homo sapiens), P51843 | HEK293 Gal4-DAX1 luciferase reporter | inhibition, % at 6.75 µM | actives 0.99% (n = 340,000) | AID 504766, 2011;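 active = inhibition above the mean over all tested compounds plus 3 SD, cut at about 4.2% in these data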;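 also: 0% = DAX1-transfected cells with DMSO and 100% = empty-vector control cells with DMSO; inhibition shows as a rise in luminescence from relieved DAX1 repression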
PLC-beta3 inh: human PLC-beta3 inhibitors, primary screen, biochemical, fluorescence; Purified PLC-beta3, fluorogenic substrate; inhibition, % at 12.2 µM; actives 0.18% (n = 370,000); 1-phosphatidylinositol 4,5-bisphosphate phosphodiesterase beta-3 (Homo sapiens), Q01970; AID 720704, 2013; in the data active = inhibition above about 11%;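 also: 0% = median of compound wells on plate and 100% = full blocker control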
ADAM17 inh: ADAM17 inhibitors, primary screen, biochemical, QFRET; Disintegrin and metalloproteinase domain-containing protein 17 (Homo sapiens), P78536; recombinant ADAM17, EDANS/DABCYL FRET peptide cleavage; inhibition, % at 6.95 µM; actives 0.83% (n = 370,000); AID 720648, 2013;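 active = inhibition above the mean of compounds lying between control limits plus 3 SD, set per campaign, cut at about 8.5% in these data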;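 also: 0% = DMSO-only wells as the low control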
NR1D1 modulator: modulators of Rev-erb alpha DNA binding, primary screen, biochemical, FITC-DNA, fluorescence polarization, uHTS | Nuclear receptor subfamily 1 group D member 1 (Homo sapiens), P20393 | Rev-erbα–FITC-DNA binding, 90 min | activity, % at 10 µM | actives 0.79% (n = 370,000) | AID 1259318, 2017;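 active = activity above about 14%, limit read from the data; passing the limit was not always enough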;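 also: 0% = DMSO wells with 35 nM protein and 100% = DMSO wells with 750 nM protein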
hgDAF-12 ag: H. glycines DAF-12 receptor agonists, primary screen, cell-based, luminescence, HEK293, GAL4 fusion, UAS-luciferase; Nuclear hormone receptor DAF-12 (Heterodera glycines), GAL4 fusion; HEK293 GAL4-hgDAF12 UAS-luciferase reporter, agonist luminescence; normalized to butyrate control; activation, % at 6.8 µM; actives 1.8% (n = 370,000);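 active = activation above a cutoff set at the mean of all screened compounds plus 3 SD, cut at about 10% in these data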;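 also: 0% = DMSO wells and 100% = sodium butyrate wells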
SMARCA2 act: SMARCA2 (BRM) function activators, primary screen, cell-based, luminescence, high throughput | MG213 cells, MMTV-luciferase reporter, dexamethasone, overnight | activation, % at 9.1 µM | actives 1% (n = 370,000); in the data active = activation above about 7.8%;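 also: 0% = vehicle wells and 100% = reference activator wells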
PLC-gamma1 inh: PLC-gamma1 enzyme inhibitors, primary screen, biochemical, fluorescence, purified enzyme; 1-phosphatidylinositol 4,5-bisphosphate phosphodiesterase gamma-1 (Homo sapiens), P19174; fluorogenic substrate; inhibition, % at 12.2 µM; actives 0.84% (n = 370,000); in the data active = inhibition above about 9.5%
Target sequence (P19174 whole entry, looked up): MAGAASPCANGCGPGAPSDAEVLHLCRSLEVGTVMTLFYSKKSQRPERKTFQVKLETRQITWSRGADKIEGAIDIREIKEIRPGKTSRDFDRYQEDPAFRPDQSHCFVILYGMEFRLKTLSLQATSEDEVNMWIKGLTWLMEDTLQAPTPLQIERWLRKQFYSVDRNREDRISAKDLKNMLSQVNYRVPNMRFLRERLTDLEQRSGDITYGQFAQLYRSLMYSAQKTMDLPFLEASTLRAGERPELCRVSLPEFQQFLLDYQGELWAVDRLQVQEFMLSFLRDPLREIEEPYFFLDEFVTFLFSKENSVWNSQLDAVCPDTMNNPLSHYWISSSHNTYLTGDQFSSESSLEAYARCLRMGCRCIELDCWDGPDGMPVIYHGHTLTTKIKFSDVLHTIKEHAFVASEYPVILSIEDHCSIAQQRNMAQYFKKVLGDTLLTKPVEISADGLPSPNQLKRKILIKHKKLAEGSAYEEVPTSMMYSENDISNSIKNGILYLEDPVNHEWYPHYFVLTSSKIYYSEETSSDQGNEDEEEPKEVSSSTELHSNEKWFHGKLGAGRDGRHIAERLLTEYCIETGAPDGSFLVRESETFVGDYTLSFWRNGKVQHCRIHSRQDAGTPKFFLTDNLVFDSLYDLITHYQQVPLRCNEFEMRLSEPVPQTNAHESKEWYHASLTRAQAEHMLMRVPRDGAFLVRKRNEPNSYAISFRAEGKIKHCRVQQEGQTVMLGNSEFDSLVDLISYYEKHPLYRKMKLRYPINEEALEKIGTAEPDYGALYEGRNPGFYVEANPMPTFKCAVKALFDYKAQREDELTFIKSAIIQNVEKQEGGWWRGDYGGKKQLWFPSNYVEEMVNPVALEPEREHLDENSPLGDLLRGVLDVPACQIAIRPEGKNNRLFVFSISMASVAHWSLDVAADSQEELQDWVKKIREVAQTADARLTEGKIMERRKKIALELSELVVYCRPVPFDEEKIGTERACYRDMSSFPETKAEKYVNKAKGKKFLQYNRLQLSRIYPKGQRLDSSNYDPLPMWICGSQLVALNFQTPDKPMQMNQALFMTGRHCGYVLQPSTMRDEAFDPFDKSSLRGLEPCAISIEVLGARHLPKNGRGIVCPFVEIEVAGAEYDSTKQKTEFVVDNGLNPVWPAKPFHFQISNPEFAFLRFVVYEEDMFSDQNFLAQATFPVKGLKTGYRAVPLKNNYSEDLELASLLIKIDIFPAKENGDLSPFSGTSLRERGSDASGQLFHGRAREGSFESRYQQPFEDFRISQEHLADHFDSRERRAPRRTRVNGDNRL
MBD2 DNA inh: inhibitors of MBD2 binding to methylated DNA, primary screen, biochemical, TR-FRET, DNA-binding domain, human. Methyl-CpG-binding domain protein 2 (Homo sapiens), Q9UBB5. inhibition, % at 4.4 µM. MBD2 binding to methylated oligonucleotide. actives 0.31% (n = 370,000); in the data active = inhibition above about 13%
hcDAF12 agonist: H. contortus DAF-12 nuclear receptor activators, primary screen, cell-based, luminescence, HEK293, lit1-tk-luc reporter | actives 1.4% (n = 370,000) | activation, % at 6.8 µM | HEK293 hcDAF-12 lit1-tk-luc reporter; 0% DMSO, 100% Δ7-dafachronic acid | AID 652067, 2013;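 active = activation above the mean of all tested compounds plus 3 SD, cut at about 5.5% in these data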;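 also: 100% = response to 3 µM Δ7-dafachronic acid high control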
ssDAF12 agonist: S. stercoralis DAF-12 nuclear receptor activators, primary screen, cell-based, luminescence, HEK293, GRIP1 co-expression, lit1-tk-luc | HEK293 ssDAF-12/GRIP1 lit1-tk-luc reporter; % of 3 µM dafachronic acid response | actives 1% (n = 370,000) | activation, % at 6.8 µM | Nuclear hormone receptor DAF-12 (Strongyloides stercoralis);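 active = activation above the mean over all tested compounds plus 3 SD, cut at about 0.9% in these data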;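 also: 0% = DMSO-only wells and 100% = 3 µM delta7-dafachronic acid wells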
DAX1 inh-2: DAX1 (NR0B1) inhibitors on StAR promoter, primary screen, cell-based, luminescence, SF-1 (NR5A1), full-length DAX-1; HEK293T StAR-luciferase reporter, SF-1/DAX-1 repression relief; inhibition, % at 6.8 µM; actives 1.1% (n = 370,000); AID 652010, 2013;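 active = inhibition above the mean over all tested compounds plus 3 SD, cut at about 3.6% in these data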;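 also: 0% = DAX-1 cells with DMSO and 100% = cells lacking DAX-1 with DMSO; higher inhibition means more luminescence from relief of DAX-1 repression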
Active calls of the source: *; nt = no result given.

SMILES	DAX1 inh-1	PLC-beta3 inh	ADAM17 inh	NR1D1 modulator	hgDAF-12 ag	SMARCA2 act	PLC-gamma1 inh	MBD2 DNA inh	hcDAF12 agonist	ssDAF12 agonist	DAX1 inh-2
CCOC(=O)C1=CN(Cc2cccc(Br)c2)S(=O)(=O)NC1C (centres undefined)	0.4	0	2	0	2.4	-3	-3	6	-1.1	-1.7	-0.5
CCN(CC)S(=O)(=O)c1ccc2oc(C(=O)NCCCN3CCOCC3)c(C)c2c1	-0.6	-4	-4	1	-3.0	-4	1	4	1.2	-1.5	-1.0
CCOC(=O)N1CCC(NC(=O)c2cc(C(=O)Nc3cccc(C(F)(F)F)c3)ccc2CO)CC1	-3.9	0	0	5	-5.6	-1	0	4	-4.7	-1.6	-1.7
COc1ccc(/C=C(\NC(=O)c2ccccc2)C(=O)NCCC(=O)O)cc1	1.1	2	-3	0	1.5	-4	0	4	0.1	-1.7	0.5
O=C(NCc1ccc(F)c(F)c1)c1cccc2c(-c3cccnc3)coc12	nt	-1	-2	8	-3.2	-3	3	-3	-3.6	-1.9	-2.1
Cc1ccc(CN2CCN(CC(=O)NC(C)c3ccc4c(c3)OCCO4)C2=O)cc1 (centres undefined)	-0.5	0	-2	2	-5.4	0	2	4	-2.7	-1.3	-1.1
Cc1ccc2c(C)nc(Nc3nc(CSc4nnnn4-c4ccccc4)cc(=O)[nH]3)nc2c1	-1.1	0	-6	-20	-1.2	-4	-3	5	0.8	-1.6	-1.3
Cc1nn(C)cc1CNC(=O)c1cnn2c1NC(c1ccc(Br)cc1)CC2C(F)(F)F (centres undefined)	3.0	-7	-1	0	-2.2	1	-8	5	-2.6	-1.9	-0.1
Cc1cc(C)n2c(NC3CCCCC3)c(-c3ccc(F)cc3)nc2n1	nt	-79	-59	-2	0.8	1	-49	-6	-0.8	-0.2	-0.6
N#CC(C(=O)Nc1ccc(Cl)c(Cl)c1)=C1Nc2ccccc2N1	0.8	-4	0	-2	1.7	-3	-3	1	-1.3	0.2	-0.1
CC(C)[C@H](NC(=O)c1ccco1)C(=O)NCc1ccccc1	-0.5	-4	2	2	-0.9	-2	9	-2	-1.6	-1.0	0.0
Cc1cccc(NC(=O)COC(=O)c2ccccn2)c1	-0.2	-7	-3	0	2.3	0	-2	1	0.9	-0.9	0.0
O=C(CSc1nc2ccccc2c(=O)n1Cc1ccco1)Nc1cccc(O)c1	-1.1	-4	5	1	-0.4	0	2	-1	0.3	-1.4	-0.1
CCn1c(CC(=O)Nc2ccc(F)cc2)nnc1SCC(=O)NC1CCCC1	4.8*	-3	2	2	-1.6	0	2	2	0.6	-1.3	0.0
CCCCCOCC1CC(C/C(C)=N/NC(N)=S)C(=O)O1 (centres undefined)	0.2	-19	0	-8	1.1	-5	-13	4	-0.3	-1.4	-1.1
CCCCNC(=O)CC1N=C2c3ccccc3N=C(SCC(=O)Nc3cccc(C)c3)N2C1=O (centres undefined)	-0.5	-1	-3	-5	1.0	-5	2	3	-1.3	-1.1	-0.5
CC1CN(C(=O)/C(=C/c2ccco2)NC(=O)c2ccccc2)CC(C)O1 (centres undefined)	-0.7	-22	-3	3	-0.3	1	-11	0	-0.5	-1.5	0.3
CC1CCN(N=Nc2nc3c([nH]2)c(=O)n(C)c(=O)n3C)CC1	0.3	8	17*	6	1.4	-6	9.9*	0	-0.4	-0.8	2.7
C[C@H](CO)N1C[C@H](C)[C@@H](CN(C)Cc2ccc(C(=O)O)cc2)Oc2c(NS(=O)(=O)c3cccs3)cccc2C1=O	1.1	2	-3	-8	0.2	0	-4	-2	-0.9	-1.6	0.4
COc1ccc(CS(=O)(=O)c2ncn[nH]2)cc1	2.0	6	2	-4	-1.5	2	37*	2	-1.5	-0.9	0.4
O=[N+]([O-])c1ccccc1OCCOCCOc1cccc2cccnc12	-1.1	0	-5	5	-2.1	-2	-1	3	0.7	-1.8	0.1
CCOC(=O)C1(Cc2ccccc2)CCN(Cc2cccc(OC)c2O)CC1	2.7	-6	1	9	1.2	0	2	-3	-1.4	-1.6	-1.2
Cc1ccc2c(c1)C(c1ccccc1)N(C(=O)c1ccc(S(=O)(=O)N3CCOCC3)cc1)CC(=O)N2 (centres undefined)	-0.2	5	1	3	-1.6	0	1	-1	-1.0	-0.9	-0.5
COCc1[nH]nc2c1C(c1ccc(C)cc1)N(Cc1ccccc1)C2=O (centres undefined)	nt	6	-2	-3	-1.9	0	3	-5	-2.9	-1.5	-0.1
CCC(CO)Oc1cc(NC(=O)c2ccccc2[N+](=O)[O-])c2ncn(C(C)C)c2c1 (centres undefined)	-0.5	0	-3	0	-2.6	-1	2	0	-1.3	-1.7	0.2
CCN(C(=O)Cn1c(=O)oc2ccccc21)c1ccc(C)c(C)c1	-0.8	-11	-6	2	-0.9	-2	3	5	-1.2	-1.2	-0.1
COc1ccc(/C=N/Nc2cc(C)nc3c(C)cccc23)cc1	-0.7	-129	-2	-3	2.2	9.1*	-109	-1	-2.0	-2.1	-0.3
O=C(OCc1ccc(Cl)cc1Cl)c1ccncc1	-0.8	2	-3	2	-0.1	-4	-2	0	-0.9	-1.4	-0.1
Cc1ccc(-n2c(SCC(=O)Nc3ccc(OCc4ccccc4)cc3)nnc2-c2ccccc2)cc1	nt	0	-4	-3	1.8	-1	0	1	0.0	-1.5	-0.7
O=C(Nc1ccccc1N1CCOCC1)c1ccc2nc[nH]c2c1	-0.4	2	-1	5	-1.2	1	-4	1	-2.4	-2.1	1.2
CC(=O)CCSc1nnc(-c2cccc(S(=O)(=O)N3CCOCC3)c2)o1	-0.8	-4	0	-6	-1.3	1	-5	0	-1.3	-0.8	0.7
COC(=O)c1ccc(C(=O)OC)c(NC(=S)N2CCN(c3cc(Cl)ccc3C)CC2)c1	-0.4	-27	-21	2	0.8	1	-19	2	-0.8	-1.0	0.0
COc1ccc(NC(=O)CN(c2cc(C)cc(C)c2)S(=O)(=O)c2c(C)n[nH]c2C)cc1	1.5	7	-1	4	-0.6	3	4	-5	1.2	-1.5	0.4
CCN(CC)CCNC(=O)C1(c2ccccc2)CCCCC1	1.1	-5	-4	-3	-0.7	-5	-3	4	1.9	-0.9	2.1
COc1ccc(-n2nc3c(c2NC(=O)CCCl)CSC3)cc1	0.7	-7	-5	1	-1.1	0	-6	-2	3.6	0.0	-0.2
Cc1ccn(CC(=O)NC2CC(C)(C)Cc3c2cnn3-c2ccc(F)cc2)n1 (centres undefined)	1.1	-3	6	-1	5.1	1	8	-2	1.4	-0.5	1.0
CCCCc1ccc(S(=O)(=O)N/N=C(/C)c2ccncc2)cc1	-1.9	-7	-8	-5	-5.6	-2	3	-1	-2.6	-1.7	-4.7
CSc1ccc(NC(=O)c2cccnc2)cc1C#N	0.9	4	4	-2	4.6	-3	6	2	-0.8	-0.7	0.1
O=C(CCn1nnc(-c2cccs2)n1)N1CCOCC1	nt	-2	0	-4	-0.4	-5	-1	2	1.2	-0.9	1.5
C#Cc1ccc([C@H]2C=C(C(=O)N3CCN(Cc4ccc5c(c4)OCO5)CC3)O[C@@H](OCC)[C@@H]2CCCO)cc1	-0.5	-3	2	-1	-1.2	0	3	8	-2.8	-1.3	-0.6
Cc1nnc(NC(=O)CSc2nnc(C)n2Cc2ccccc2)s1	-0.2	1	-6	-6	-0.8	-1	-2	5	-2.0	-0.8	0.4
c1ccc2c(N3CCOCC3)nc(-c3ccncc3)nc2c1	-0.2	-18	1	1	1.9	1	-12	-3	-2.0	-0.9	-0.3
O=C(/C=C/c1cccc(F)c1)OCC(=O)c1ccc[nH]1	-0.6	-1	0	10	8.7	7.9*	-2	0	0.1	-0.3	-2.1
O=C(NCc1ccccc1Cl)C1CCN(C(=O)c2ccc(F)cc2)CC1	0.7	-2	-4	2	-4.1	-3	-1	-6	-1.3	-1.5	-0.1
CCc1ccc(Nc2nnc(SCC(=O)Nc3sccc3C(N)=O)s2)cc1	-0.8	-3	3	2	7.8	1	5	8	1.9	-1.3	-0.2
C/C(=N/NS(=O)(=O)c1ccc(C)c(C)c1)c1c[nH]c2ccccc12	-0.2	-7	-3	-4	-1.7	0	8	-4	-1.4	-0.3	-1.6
CCCOc1nc2c(c(=O)n(C)c(=O)n2C)n1C	0.2	-4	-3	3	0.2	-1	-2	-1	1.9	-0.8	-0.1
CC(=O)Oc1cc(C(=O)OCC(=O)N2CCc3ccccc3C2)cc(OC(C)=O)c1OC(C)=O	-0.4	1	-5	-12	-5.8	-3	2	4	-2.0	-0.4	0.3

Part of the list above, bar-delimited:
SMILES | DAX1 inh-1 | PLC-beta3 inh | ADAM17 inh | NR1D1 modulator | hgDAF-12 ag | SMARCA2 act | PLC-gamma1 inh | MBD2 DNA inh | hcDAF12 agonist | ssDAF12 agonist | DAX1 inh-2
O=C(CCn1nnc(-c2cccs2)n1)N1CCOCC1 | nt | -2 | 0 | -4 | -0.4 | -5 | -1 | 2 | 1.2 | -0.9 | 1.5
C#Cc1ccc([C@H]2C=C(C(=O)N3CCN(Cc4ccc5c(c4)OCO5)CC3)O[C@@H](OCC)[C@@H]2CCCO)cc1 | -0.5 | -3 | 2 | -1 | -1.2 | 0 | 3 | 8 | -2.8 | -1.3 | -0.6
Cc1nnc(NC(=O)CSc2nnc(C)n2Cc2ccccc2)s1 | -0.2 | 1 | -6 | -6 | -0.8 | -1 | -2 | 5 | -2.0 | -0.8 | 0.4
c1ccc2c(N3CCOCC3)nc(-c3ccncc3)nc2c1 | -0.2 | -18 | 1 | 1 | 1.9 | 1 | -12 | -3 | -2.0 | -0.9 | -0.3
O=C(/C=C/c1cccc(F)c1)OCC(=O)c1ccc[nH]1 | -0.6 | -1 | 0 | 10 | 8.7 | 7.9* | -2 | 0 | 0.1 | -0.3 | -2.1
O=C(NCc1ccccc1Cl)C1CCN(C(=O)c2ccc(F)cc2)CC1 | 0.7 | -2 | -4 | 2 | -4.1 | -3 | -1 | -6 | -1.3 | -1.5 | -0.1
CCc1ccc(Nc2nnc(SCC(=O)Nc3sccc3C(N)=O)s2)cc1 | -0.8 | -3 | 3 | 2 | 7.8 | 1 | 5 | 8 | 1.9 | -1.3 | -0.2
